Screening results from PubChem.
RGS4 inh: human RGS4 inhibition; HEK293 M3R/RGS4 inducible, Fluo-4 calcium flux; stronger effect = higher value; triggered by carbachol at its EC20; 310,000 compounds, 0.45% hits; P49798; B-score at 10 µM;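 active = B-score, a plate-corrected calcium signal, over three deviations above library mean, with baseline fluorescence within five deviations of library mean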;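 note: RGS4 expression induced by doxycycline in cells with stable M3 receptor; B-score is computed from the integrated fluorescence ratio over baseline after carbachol; higher B-score means a larger calcium signal and so more RGS4 inhibition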
MrgX1 allo act: allosterically activates human MrgX1 receptor signaling; MrgX1-HEK293, Fluo-4 calcium flux, FDSS; stronger effect = higher value; B-score at 10 µM; 310,000 compounds, 0.63% hits; AID 588675;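 active = plate-corrected calcium response at least 3 library SD above typical, normal starting fluorescence, not activating the receptor alone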;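 note: compound read alongside a low EC10 to EC30 dose of BAM8-22 agonist; peak minus trough fluorescence over baseline measured at the second addition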
MrgX1 antag: blocks BAM8-22 activation of human MrgX1 receptor. MRGX1-HEK293 calcium flux, Fluo-4, BAM8-22 antagonism; stronger effect = lower value. B-score at 10 µM. Q96LB2. 310,000 compounds, 1.3% hits. AID 588676;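 active = calcium-response B-score plate-corrected more than 3 library SD below zero, starting fluorescence within 5 deviations, no agonist response on first addition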;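 note: peak minus trough fluorescence over baseline after final BAM8-22 challenge near maximal dose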
TRPC4 block: TRPC4 (mouse) channel inhibition; HEK293 TRPC4beta/mu-opioid, DAMGO-evoked Fluo4 calcium flux; stronger effect = lower value; AID 2247; Q9QUQ5; B-score at 10 µM; 300,000 compounds, 0.39% hits;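 active = B-score over 3 SD under the library average, no early fluorescence shift, positive overall ratio signal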
Target sequence (Q9QUQ5 whole entry, looked up): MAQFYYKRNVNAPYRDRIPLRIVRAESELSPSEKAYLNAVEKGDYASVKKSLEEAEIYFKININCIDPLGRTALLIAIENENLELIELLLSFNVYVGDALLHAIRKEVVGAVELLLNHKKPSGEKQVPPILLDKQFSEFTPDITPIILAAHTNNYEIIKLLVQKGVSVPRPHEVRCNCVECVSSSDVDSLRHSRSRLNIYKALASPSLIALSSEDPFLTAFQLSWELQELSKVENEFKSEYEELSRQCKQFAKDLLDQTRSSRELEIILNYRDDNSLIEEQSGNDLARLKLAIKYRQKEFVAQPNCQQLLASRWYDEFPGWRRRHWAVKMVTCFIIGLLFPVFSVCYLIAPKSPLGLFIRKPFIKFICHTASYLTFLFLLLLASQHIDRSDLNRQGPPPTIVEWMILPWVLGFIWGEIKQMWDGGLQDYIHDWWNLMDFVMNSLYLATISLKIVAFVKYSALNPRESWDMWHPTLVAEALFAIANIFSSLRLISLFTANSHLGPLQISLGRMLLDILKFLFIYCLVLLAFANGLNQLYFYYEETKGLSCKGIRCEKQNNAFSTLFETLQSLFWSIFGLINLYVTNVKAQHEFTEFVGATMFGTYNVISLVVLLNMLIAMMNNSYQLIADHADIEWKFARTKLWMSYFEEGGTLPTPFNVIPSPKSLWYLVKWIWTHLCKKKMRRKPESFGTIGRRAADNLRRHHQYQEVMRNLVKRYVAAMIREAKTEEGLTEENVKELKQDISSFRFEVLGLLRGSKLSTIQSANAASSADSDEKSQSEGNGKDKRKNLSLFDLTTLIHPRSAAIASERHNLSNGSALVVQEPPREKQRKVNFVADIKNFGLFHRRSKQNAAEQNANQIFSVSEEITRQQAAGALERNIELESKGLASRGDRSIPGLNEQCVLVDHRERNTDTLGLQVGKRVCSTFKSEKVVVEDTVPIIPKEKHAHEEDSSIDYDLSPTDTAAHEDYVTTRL
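Assay system – HEK293 line stably carrying TRPC4beta and mu-opioid receptor · Doses – single dose · Detection – Fluo4 calcium-dye fluorescence, kinetic read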
HIF activator: HIF pathway transcriptional activation; U2OS HRE-luciferase reporter, luminescence; normalized: DMSO 0%, desferrioxamine 100%; activation, % at 7.5 µM (by protocol); 300,000 compounds, 0.32% hits;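 active = mean activation of at least 10% of the iron chelator positive control signal, with at least half of replicates also reaching 10%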
MrgX1 ag: activates human MrgX1 receptor signaling; Q96LB2; MrgX1-HEK293 cells, Fluo-4 calcium fluorescence, agonist mode; stronger effect = higher value; B-score at 10 µM; 310,000 compounds, 0.44% hits; AID 588627;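 active = calcium response B-score plate-corrected fluorescence ratio at least 3 library SD, with starting fluorescence B-score inside 5 SD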
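Assay system: MrgX1-expressing HEK293 cells / Amount: fifteen thousand cells per well / Doses: test compound in the initial addition of three / Timing: cells plated overnight, dye loaded 0.5 h 37 °C, 0.5 h room temperature / Technique: kinetic calcium dye fluorescence, Fluo-4 NW / Control set: positive and negative controls per plate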
TRPC6 inhibitor: blocks the mouse TRPC6 cation channel | Q61143 | HEK293-TRPC6, membrane potential dye, ACh-evoked depolarization; stronger effect = lower value | B-score at 10 µM | 310,000 compounds, 1.1% hits | AID 2553;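 active = B-score under library mean minus 3 SD, initial fluorescence not abnormally high, positive integrated signal ratio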;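 note: B-score derived from integrated fluorescence ratio over the kinetic read; more negative B-score means stronger inhibition of depolarization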
Platelet DG rel: modulates dense granule release in human platelets; 300,000 compounds, 0.22% hits; AID 1663; inhibition, %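 (compounds screened at 7.5 µM in platelet-rich plasma)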; human platelet-rich plasma, SFLLRN dense granule ATP release, luminescence;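 active = mean replicate score, as percent of positive control, at or above 50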
RGS4 pot: potentiators or activators of RGS4; HEK293 M3R/inducible RGS4, carbachol calcium flux Fluo4; stronger effect = lower value; B-score at 10 µM; 310,000 compounds, 0.92% hits; AID 463111;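 active = B-score of the integrated calcium signal more than 4 SD below the library mean, with starting fluorescence not abnormally high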;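 note: negative B-score means reduced calcium response which marks RGS4 activation or potentiation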
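Also added: carbachol at ECmax as muscarinic agonist stimulus; Assay system: HEK293 cells with stable M3R and inducible RGS4; Timing: overnight RGS4 induction, 30 min dye load 37 °C, 20 min compound RT; Measured by: Fluo4-AM (2 µM) calcium-flux fluorescence, kinetic read.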
TRPC6 activator: mouse TRPC6 channel activation | Q61143 | HEK293-TRPC6 membrane potential dye fluorescence; stronger effect = higher value | B-score at 10 µM | 310,000 compounds, 0.13% hits;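 active = B-score of the integrated fluorescence ratio above library mean plus 3 SD, and starting fluorescence ratio within library mean plus 5 SD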;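 note: higher score means more depolarization so channel activation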
SKKanGAS inh: inhibitors of SKKanGAS S. pyogenes growth in kanamycin (SK-promoter or general growth effect); AID 1662; 300,000 compounds, 1.3% hits; inhibition, % at 7.5 µM; BacTiter-Glo, 6 h;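 active = mean replicate score, as percent of positive control median, at least 50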;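 note: strain carries kanamycin resistance gene driven by streptokinase promoter and grows in 40 µg/ml kanamycin; loss of luminescence reflects streptokinase promoter inhibition or plain growth inhibition; 0% = median of DMSO wells and 100% = positive control at its reference dose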
An asterisk follows results filed as active; i = inactive; . = not tested or not shown.

The line under a structure holds: RGS4 inh	MrgX1 allo act	MrgX1 antag	TRPC4 block	HIF activator	MrgX1 ag	TRPC6 inhibitor	Platelet DG rel	RGS4 pot	TRPC6 activator	SKKanGAS inh
> CCOc1ccccc1-c1nc(-c2cc3ccc(C)cc3[nH]c2=O)no1
    i	i	i	i	0.2	i	i	-2	i	i	-8
> Cc1cccc(NC(=O)c2ccccc2Br)n1
    i	i	i	i	1.4	i	i	8	i	i	6
> COc1ccc(N2C(=O)C(Cc3ccccc3)NC2=S)cc1 (centres undefined)
    i	i	i	i	-0.9	i	i	5	i	i	-6
> Cc1cc(C)c(NC(=O)C2CC3CCC2C3)c(C)c1 (centres undefined)
    i	i	i	i	2.1	i	i	8	i	i	2
> CCOC(=O)CCCC(=O)N1CCOCCOCCOCC1
    i	i	i	i	0.6	i	i	-2	i	i	-1
> COc1cc2ccccc2cc1C(=O)NC(=S)Nc1nnn(C)n1
    i	i	i	i	0.0	i	i	19	i	i	-3
> c1ccc2c(c1)N1CCN=C1N2CCN1CCCCC1
    i	i	i	i	-0.4	i	i	-7	i	i	-3
> C=CCN(C(=O)c1ccc2c(c1)nnn2C)c1ccccc1
    i	i	i	i	-0.5	i	i	-2	i	i	4
> CC1CCCCN1C(=O)CSc1nnc(-c2cccs2)o1 (centres undefined)
    i	i	i	i	1.8	i	i	-6	i	i	4
> COc1ccc(OC)c2c(C)cc(N3CCN(C(=O)c4ccc(C)cc4)CC3)nc12
    i	i	i	i	-0.1	i	i	-9	i	i	4
> N#Cc1ccc(/C=N/NC(=O)c2ccccc2F)cc1
    i	i	i	i	2.2	i	i	0	i	i	0
> O=C(Cn1c(C(=O)N2CCN(C3CCCCC3)CC2)cc2sccc21)c1ccccc1
    i	i	i	i	-0.2	i	i	-7	i	i	-12
> CC1CCCCN1C(=O)C1CCN(c2nc(-c3ccccc3)nc3c2CCC3)CC1 (centres undefined)
    i	i	i	i	-0.7	i	i	-3	i	i	-7
> CC(C)COC(=O)N(C)c1ccc(C(O)(C(F)(F)F)C(F)(F)F)cc1
    i	i	i	i	0.6	i	i	-4	i	i	23
> Cc1ccccc1CC(=O)N1CCCc2ccccc21
    i	i	i	i	1.1	i	i	-2	i	i	0
> O=C1CCCc2nc(NCc3ccco3)ncc21
    i	i	i	i	0.9	i	i	-3	i	i	2
> COc1ccc(CN(C)CC(=O)Nc2ccccc2-c2ccccc2)c(OC)c1
    i	i	i	i	0.9	i	i	-4	i	i	2
> OCCC1CN(CC2CCCCC2)CCN1CC1CCCCC1 (centres undefined)
    i	i	i	i	0.1	i	i	2	i	i	0
> CN1c2ccccc2C(=O)C(=C2SCCCS2)S1(=O)=O
    i	i	i	i	0.3	i	i	-19	i	i	-6
> CSc1ccc(OCC(=O)Nc2ccc(N3CCOCC3)c(Cl)c2)cc1
    i	.	.	i	-0.3	.	i	1	i	i	-3
> COc1cc(Cl)c(C)cc1NC(=O)COC(=O)c1cnc(C)cn1
    i	i	i	i	0.0	i	i	7	i	i	-4
> CC1(c2nnc(Cc3ccccc3)o2)CC(c2cccc(Cl)c2)=NO1 (centres undefined)
    i	i	i	i	0.5	i	i	5	i	i	-2
> COC(=O)C(NC(=O)c1ccco1)(Nc1cc(C)ccn1)C(F)(F)F (centres undefined)
    i	i	i	i	0.0	i	i	-1	i	i	4
> CC(C)Oc1ccc(C(=O)N(CN2CCCC2=O)c2ccc(F)cc2)cc1
    i	i	i	i	-0.5	i	i	7	i	i	-17
> C/C(=N\Nc1ccc(S(N)(=O)=O)cc1[N+](=O)[O-])c1ccccc1O
    i	i	i	i	-0.5	i	i	6	i	i	12
> CCN(CC)S(=O)(=O)c1ccc(OC)c(NC(=O)/C=C/c2ccco2)c1
    i	i	i	i	-0.1	i	i	-11	i	i	-19
> COc1ccc(-c2cc(C3CCN(c4ccc(C(C)=O)cc4[N+](=O)[O-])CC3)[nH]n2)cc1
    i	i	i	i	0.5	i	i	-11	i	i	83*
> Cc1nc([N+](=O)[O-])c(SCC(N)=O)n1Cc1ccccc1
    i	i	i	i	-0.5	i	i	-1	i	i	-5
> CCOc1ccc2nc(NC(=O)C3=NNC(=O)CC3)sc2c1
    i	i	i	i	1.8	i	i	0	i	i	-6
> Nc1c(NC2CCCCC2)c2ccccc2oc1=O
    i	i	i	i	0.2	i	i	1	i	i	6
> Cc1cc(C(=O)NN=C(Cc2ccccc2)Cc2ccccc2)c(C)o1
    i	i	i	i	1.2	i	i	-6	i	i	6
> O=C(Nc1ccc(CN2CCS(=O)(=O)CC2)cc1)c1ccccc1
    i	i	i	i	-0.6	i	i	9	i	i	-1
> O=C1CNC(=S)N1Cc1ccccc1Cl
    i	i	i	i	-0.2	i	i	-6	i	i	5
> COc1ccc(N2C(=O)C3CCCN3C2c2ccc(F)cc2)cc1Cl (centres undefined)
    i	i	i	i	-0.4	i	i	5	i	i	12
> CN(C)/C=C(\C#N)C(=O)Nc1ccc(F)cc1
    i	i	i	i	1.7	i	i	7	i	i	2
> C/C(=N\Nc1nc(C)cc(-c2ccccc2)n1)c1ccccc1
    i	i	i	i	1.9	i	i	-4	i	i	-5
> CCOC(=O)/C=C/C(=O)OCC(=O)Nc1cccc(Br)c1
    i	i	i	i	-0.3	i	i	15	i	i	0
> COc1ccc(-n2c(C)cc(C(=O)CN3C(=O)C(=O)N(Cc4ccccc4)C3=O)c2C)cc1
    i	i	i	.	1.1	i	i	1	i	i	0
> CCOc1ccccc1/C=N/Nc1ccc(Cl)nn1
    i	i	i	i	-0.1	i	i	3	i	i	1
> CC1=C(C(=O)OC2CCCC(C)C2)C(c2ccccc2)NC(=O)N1 (centres undefined)
    i	i	i	i	0.7	i	i	9	i	i	-7
> Cc1ccc(NC(=O)CSCC(=O)NCc2cccc(C(F)(F)F)c2)cc1
    i	i	i	i	1.8	i	i	-6	i	i	-6
> CC12CCC(=O)N1C(C(=O)OCC(=O)Nc1ccc(S(N)(=O)=O)cc1)CS2 (centres undefined)
    i	i	i	i	-2.9	i	i	-51	i	i	-6
> O=C(CSc1nc2ccccc2c(=O)n1CCCN1CCOCC1)N1CCN(c2ccccc2)CC1
    i	i	i	i	0.1	i	i	0	i	i	-5
> CSc1ncccc1C(=O)NCC(=O)Nc1ccc(F)c(F)c1
    i	i	i	i	0.0	i	i	-6	i	i	2
> COc1ccccc1Oc1ncnc2c1cnn2-c1ccccc1
    i	i	i	i	3.9	i	i	5	i	i	9
> Cc1oc(-c2ccccc2)nc1C(=O)O
    i	i	i	i	-0.2	i	i	-1	i	i	5
> CCc1ccc(C(=O)COC(=O)CNC(=O)c2ccco2)cc1
    i	i	i	i	0.1	i	i	51*	i	i	-7
> ONC(=Nc1ccccc1Cl)c1c(F)cccc1F
    i	i	i	i	-0.2	i	i	-8	i	i	-1
> COc1cc(/C=N/Nc2nc(Nc3ccccc3)nc(N3CCOCC3)n2)ccc1OC(=O)c1ccco1
    i	i	i	i	0.2	i	i	2	i	i	29
> COc1ccc(/C=C2/SC(=S)N(n3c(C)ccc3C)C2=O)cc1
    i	i	i	i	-1.8	i	i	0	i	i	-11

Next section:
The line under a structure holds: RGS4 inh	MrgX1 allo act	MrgX1 antag	TRPC4 block	HIF activator	MrgX1 ag	TRPC6 inhibitor	Platelet DG rel	RGS4 pot	TRPC6 activator	SKKanGAS inh
> COCCNC(=S)N1CCC(NC(=O)C23CC4CC(CC(C4)C2)C3)CC1
    i	i	i	i	0.0	i	i	5	i	i	6
> COc1cc(OC)cc(-c2ncc3ccccn23)c1
    i	i	i	i	1.8	i	i	2	i	i	1
> CCCC(=O)Nc1cc(C)c(NC(=O)Cc2ccccc2)cn1
    i	i	i	i	-0.1	i	i	-2	i	i	-4
> N/C(=N\c1nc2c(c(=O)[nH]1)CCC2)Nc1ccccc1C(F)(F)F
    i	i	i	i	0.0	i	i	1	i	i	-13
> Cc1[nH]c2ccc(C(=O)N3CCCCC3)cc2c1C
    i	i	i	i	3.1	i	i	21	i	i	-2
> O=C(NCc1ccccc1)c1ccc[n+]([O-])c1
    i	i	i	i	-2.1	i	i	0	i	i	8
> O=C(Nc1cc(C(F)(F)F)ccc1F)C1CCC1
    i	i	i	i	-0.2	i	i	-8	i	i	3
> Cc1ccc(N(CCC(=O)O)S(=O)(=O)c2ccc(C)cc2)cc1
    i	i	i	i	-0.1	i	i	20	i	i	-1
> CN1C(C(=O)NCC2CC2)CC2Cn3c(nc4ccccc43)C21 (centres undefined)
    i	i	i	i	0.3	i	i	-2	i	i	-4
> Nc1ccccc1Sc1cc(Cl)nnc1Cl
    i	i	i	i	1.5	i	i	-2	i	i	7
> Cn1c(=O)c(C=Nc2ccccc2)c(O)c2ccccc21
    i	i	i	i	-0.2	i	i	-30	i	i	-5
> CN(C)C(=O)c1coc2nc3ccccc3nc12
    i	i	i	i	-0.2	i	i	-12	i	i	-1
> COc1ccc(NC(=O)NNC(=O)c2ccc(-c3ccccc3)cc2)cc1
    i	i	i	i	0.1	i	i	-15	i	i	-1
> COc1ccc(OCCOCCN2CCOCC2)cc1
    i	i	i	i	0.3	i	i	3	i	i	-5
> c1ccc2cc3[nH]c(CN4CCCCC4)nc3cc2c1
    i	i	i	i	3.4	i	i	0	i	i	-5
> O=c1[nH]c(=O)n(C2CCCO2)cc1Br (centres undefined)
    i	i	i	i	-0.4	i	i	0	i	i	-5
> Cc1noc(NS(=O)(=O)c2ccc(N/C=C\C(=O)c3cccs3)cc2)c1C
    i	i	i	i	1.5	i	i	-3	i	i	12
